Screens from PubChem BioAssay.
GLA spleen mod: qHTS Assay for Inhibitors and Activators of Human alpha-Galactosidase From Spleen Homogenate; Alpha-galactosidase A (Homo sapiens), P06280; human spleen homogenate, 4MU-alpha-Gal fluorescence, 40 min; Potency, µM (highest dose often 80 µM), for the others: at the highest dose activity change, negative = inhibition, usual class: inhibitors; hit rate 0.008% among 240,000;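 further: 0% = enzyme with vehicle and -100% = no enzyme basal signal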
Target sequence (P06280 32-429 limits assumed): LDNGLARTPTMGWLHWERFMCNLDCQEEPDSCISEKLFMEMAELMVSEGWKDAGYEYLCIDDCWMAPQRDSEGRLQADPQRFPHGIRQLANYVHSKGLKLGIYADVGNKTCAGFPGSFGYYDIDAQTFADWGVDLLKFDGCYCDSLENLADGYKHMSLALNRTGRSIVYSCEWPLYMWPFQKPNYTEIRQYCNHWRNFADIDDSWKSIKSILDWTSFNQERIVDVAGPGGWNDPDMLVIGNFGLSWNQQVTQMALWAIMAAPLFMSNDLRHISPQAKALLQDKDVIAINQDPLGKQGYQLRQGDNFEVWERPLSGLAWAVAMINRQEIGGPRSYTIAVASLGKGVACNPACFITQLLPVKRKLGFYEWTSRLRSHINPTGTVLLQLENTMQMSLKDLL
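qHTS titration in buffer at pH 5.0. Alpha-galactosidase activity in spleen homogenate was measured via 4-methylumbelliferone release from 1 mM fluorogenic substrate after 40 min at 37C and a pH 10 stop. AC50 came from Hill fits of control-normalized data.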
Tau fluor cs: Counterscreen qHTS for Inhibitors of Tau Fibril Formation, Fluorescence Polarization. tau K18 P301L Alexa594 fluorescence, heparin fibrillization. Potency, µM (top dose mostly 57.7 µM), inactives show at the highest dose activity change, negative = decrease. hit rate 0.93% among 280,000. AID 1463, 2008; further: nearly all actives have a fitted effect of over 55% in size
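Human tau K18 P301L (15 uM unlabeled, 0.24 uM Alexa 594-labeled) in 100 mM sodium acetate pH 7 with 20 uM heparin, 6 hr at 37 C. ThT 30 uM added, 1 hr ambient; Alexa 594 FP and total fluorescence read at 555/632 nm.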
Tau fibril ThT: qHTS for Inhibitors of Tau Fibril Formation, Thioflavin T Binding; Microtubule-associated protein tau (Homo sapiens), P10636; recombinant tau K18 P301L, heparin-induced fibrillization, ThT fluorescence; Potency, µM (series often up to 57.4 µM), inactives show at the top dose activity, negative = inhibition, usual class: inhibitors; hit rate 2.1% among 270,000; further: nearly all actives have a fitted effect of over 55% in size
Target sequence (P10636 561-689 P618L limits assumed): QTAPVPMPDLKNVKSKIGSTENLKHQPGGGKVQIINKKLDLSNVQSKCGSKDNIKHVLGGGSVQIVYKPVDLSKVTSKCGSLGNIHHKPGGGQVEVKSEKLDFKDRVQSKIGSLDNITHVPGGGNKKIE
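ThT emission at 510 nm, taken 1 hr after adding 30 uM dye, quantifies aggregates formed when 20 uM heparin acts on human tau K18 P301L for 6 hr at 37 C.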
ALDH1A1 block: qHTS Assay for Inhibitors of Aldehyde Dehydrogenase 1 (ALDH1A1); AID 1030, 2008; Purified ALDH1A1, NADH fluorescence, propionaldehyde substrate; Aldehyde dehydrogenase 1A1 (Homo sapiens), P00352; Potency, µM (top dose mostly 75.3 µM), inactives show top-dose activity, negative = inhibition, hits mostly inhibitors; hit rate 7.3% among 220,000; active means well fitted inhibition curve with a large enough effect, not every such curve was filed as active; inconclusive means small, poorly fitted or top-dose-only effect, or another doubt; inactive means no such curve, though single readings can be large or run the other way;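 further: plate controls were no enzyme wells and a reference inhibitor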
TRb SRC2 PPI: qHTS for Inhibitors of the Interaction of Thyroid Hormone Receptor and Steroid Receptor Coregulator 2. Thyroid hormone receptor beta (Homo sapiens), P10828. TRbeta-SRC2 peptide binding, fluorescence polarization; receptor liganded with 1 µM T3. Potency, µM (titrated, usually from 106 µM), inactives show at the highest dose activity change, negative = inhibition, actives largely listed as inhibitors. hit rate 0.065% among 280,000;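 further: plate controls were bound peptide for no effect and peptide without receptor for full effect; nearly all actives have a fitted effect of over 50% in size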
Target sequence (P10828 whole entry, looked up): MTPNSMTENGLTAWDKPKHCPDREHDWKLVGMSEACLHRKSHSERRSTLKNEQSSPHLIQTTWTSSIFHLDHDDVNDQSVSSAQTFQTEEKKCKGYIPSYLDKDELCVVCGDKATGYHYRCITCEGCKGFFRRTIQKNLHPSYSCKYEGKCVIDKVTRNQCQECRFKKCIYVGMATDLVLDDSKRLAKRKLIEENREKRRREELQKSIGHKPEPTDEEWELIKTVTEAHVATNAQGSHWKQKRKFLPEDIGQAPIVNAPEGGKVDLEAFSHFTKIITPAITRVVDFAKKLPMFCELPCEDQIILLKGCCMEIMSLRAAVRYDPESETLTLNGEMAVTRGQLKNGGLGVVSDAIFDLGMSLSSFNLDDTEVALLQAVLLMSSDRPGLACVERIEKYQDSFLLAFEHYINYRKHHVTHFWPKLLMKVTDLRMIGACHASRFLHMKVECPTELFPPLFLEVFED
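Compounds were added to 0.6 uM TRb ligand-binding domain and 20 nM Texas Red-labeled SRC2 peptide in Tris buffer containing 1 uM T3, incubated 5 hr at ambient temperature, then read by fluorescence polarization.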
L3MBTL1 inh: qHTS Assay for the Inhibitors of L3MBTL1; Lethal(3)malignant brain tumor-like protein 1 (Homo sapiens), Q9Y468; AlphaScreen L3MBTL1–H3K9me1 peptide binding; Potency, µM (series often up to 57.1 µM), without a hit: top-dose activity, negative = inhibition, actives largely listed as inhibitors; hit rate 0.66% among 230,000; further: nearly all actives have a fitted effect of over 60% in size
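L3MBTL1 50 nM + b-AHA-H3(1-15)K9me1 75 nM, 30 min RT; compound added, 30 min RT; streptavidin donor/Ni-chelate acceptor beads 10 ug/mL each final, 30 min RT dark; AlphaScreen read.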
TexasRed fluor: Total Fluorescence Counterscreen for Inhibitors of the Interaction of Thyroid Hormone Receptor and Steroid Receptor Coregulator 2; Potency, µM (top dose mostly 106 µM), for inactives: at the top dose fluorescence change, negative = quenching; hit rate 0.29% among 280,000; AID 1479, 2009; TRb/SRC2 Texas Red total fluorescence interference; active means well fitted curve in either direction with a large enough effect; inconclusive means small, poorly fitted or top-dose-only effect
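Flags fluorescent or light-absorbing compounds by total fluorescence, S + 2P, at 555 nm excitation and 632 nm emission. Mixture: 20 nM Texas Red SRC2 peptide, 0.6 uM human TRb LBD, 1 uM T3, 5% DMSO; compound exposure 5 h at ambient temperature.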
Tau FP inhib: qHTS for Inhibitors of Tau Fibril Formation, Fluorescence Polarization; Microtubule-associated protein tau (Homo sapiens), P10636; K18 P301L tau heparin fibrillization, Alexa594 FP, 6 h; Potency, µM (highest dose often 57.7 µM), for inactives: at the highest dose activity, negative = inhibition, most hits filed as inhibitors; hit rate 0.39% among 280,000; further: nearly all actives have a fitted effect of over 55% in size
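Steps: dispense K18 P301L tau (15 uM plus 0.24 uM Alexa 594 tracer, final) in pH 7 sodium acetate; add compound; add heparin (20 uM final); incubate 6 hr, 37 C; add ThT (30 uM final); after 1 hr ambient, read FP.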
An asterisk follows results filed as active; ? = inconclusive; · = no result given; [ ] = dose if it differs, or a comment. Unless noted, the call rests on the fitted dose curve; in most records, active means well fitted curve in the direction sought with a large enough effect; inconclusive means small, poorly fitted or top-dose-only effect, or another doubt; inactive means no such curve, though single readings can be large; an effect the other way counts as inactive or inconclusive. Unless noted, on the % scale 0 is the no-effect control and ±100 the full control effect; potency means the concentration at half of the fitted maximal effect. Random draw from the library. Share with any hit: about 8.5%.

SMILES | GLA spleen mod | Tau fluor cs | Tau fibril ThT | ALDH1A1 block | TRb SRC2 PPI | L3MBTL1 inh | TexasRed fluor | Tau FP inhib
CC(=O)Nc1ccc(NC(=O)c2cc3sccc3n2Cc2ccc(F)cc2)cc1 | · | ? | -1.7% | · | -11.5%[53 µM] | · | -86.5%[53 µM] | ?
COc1ccc(NC(=O)/C=C/c2ccc(C)o2)cc1S(=O)(=O)N1CCOCC1 | -1.9% | 7.4% | -9.3% | ? | -0.1%[53 µM] | -5.4% | -0.2%[53 µM] | 8.7%
O=C(Nc1nc(-c2ccccc2)cs1)c1ccccc1NS(=O)(=O)c1ccc(F)cc1 | 4.1% | ? | 14.1µM* | ? | ? | -0.4% | ? | ?
CCCn1c(SCC(=O)NC23CC4CC(CC(C4)C2)C3)n[nH]c1=O | -5.4% | -16.6% | -18.4% | ? | -0.9% | -2.5% | 4.3% | -11.6%
C=CCN1C(=O)CS/C1=N\N=C\c1cccc([N+](=O)[O-])c1 | 7.9% | -2.4% | 0.5% | ? | -7.6% | · | -3.5% | 2.8%
CCOC(=O)c1sc2nccc(N(C)C)c2c1N=CNOCc1ccccc1 | 12.4% | -24.1% | ? | ? | 3.4% | · | 1.1% | -4.1%
Cc1cccc(/C=C2/C(=O)/C(=C/c3ccccc3C)C3CCC2N3C)c1 (stereo not given) | 6.8% | -2.4% | ? | -2.1% | 1.8% | -1.1% | -1.1% | 0.5%
O=[N+]([O-])c1ccccc1/C=C/CN1CCCCC1 | -9.2% | -0.2% | 2.7% | 4.5% | -4.1% | -0.4% | 1.9% | 6.7%
COc1ccccc1C(=O)NC(=S)Nc1ccc(NC(=O)c2cccs2)cc1 | 5.2% | -23.5% | ? | -4.2% | 6.2% | 2.2% | 3.1% | ?
O=C(CSc1nccc(-c2ccc(Br)cc2)n1)NCCc1ccccc1 | -6.4% | -11.9% | -16.3% | 3.5% | 0.3% | -0.2% | -6.4% | -4.7%
O=C(NN1CCOCC1)c1cccc2ccccc12 | -3.8% | 3.6% | 3.8% | -9.2% | -9.4% | 5.7% | -1.1% | -3.8%
Cn1c(C(=O)N2CCC(C(N)=O)CC2)cc2c(=O)n(C)c3ccccc3c21 | 0.3% | -2.0% | 3.9% | -7.6% | 3.7% | · | -2.5% | 2.9%
CC1CN(C(=O)c2cccc(COc3ccccc3Cl)c2)CC(C)O1 (stereo not given) | -4.5% | -8.0% | -15.1% | -15.2% | -5.4% | -4.6% | -0.2% | 5.5%
COc1ccc2c(c1)c1c(c(=O)n(CCc3ccccc3)c(=O)n1Cc1cccc(F)c1)n2C | · | -0.3% | 9.7% | · | 1.2% | · | 0.8% | -4.6%
COCCNC(=O)c1sc2nc(-c3ccccc3)cn2c1C | 6.6% | 1.5% | -8.0% | -0.7% | -6.5% | -6.1% | -1.7% | 3.2%
c1ccc(-c2n[nH]c(-c3ccccn3)n2)cc1 | -1.3% | -9.4% | -12.0% | 14.6% | 3.0% | · | -0.5% | 0.4%
Cc1cc(Sc2ccc(Cl)cc2)nc2ccccc12 | · | -22.5% | ? | · | -3.3% | · | 2.3% | -12.2%
COCCN(CC(=O)NCC1CCCO1)C(=O)CCC(=O)Nc1cc(C)ccn1 (stereo not given) | 2.2% | 7.1% | 13.6% | 1.8% | -13.5% | 26.7% | 3.0% | -5.4%
COc1ccc(-n2c(C)nc(=O)c(-c3ccccc3)c2C)cc1 | 8.8% | -0.1% | 1.0% | 3.1% | -12.6% | -16.4% | 2.3% | -0.5%
COC(=O)CSCc1nc2ccccc2[nH]c1=O | 6.2% | -14.6% | 31.6µM* | ? | 1.9% | 4.3% | -2.3% | ?
Cc1cccc(NC(=S)N/N=C(\c2ccccc2)C(C)C)c1 | 12.6% | -25.6% | ? | -3.9% | 0.0% | -25.1% | -3.5% | 11.2%
COc1cc(OC)cc(C(=O)N2CCN(C(=O)Cc3ccccc3)CC2)c1 | 0.6% | -9.0% | -9.3% | -4.7% | 1.2% | 9.8% | -1.0% | 5.7%
CC(=O)N1CCN(c2ccccc2NC(=O)Cc2ccc(Cl)cc2)CC1 | 5.5% | -13.2% | -4.1% | 0.4% | -1.5% | · | -2.1% | -2.6%
N#CC1=C(N)S[C@H](C(=O)C23CC4CC(CC(C4)C2)C3)[C@H]1c1ccncc1 | 3.0% | -11.7% | -2.5% | ? | 2.6% | -2.1% | 1.0% | -0.8%
Cn1ncnc1SCc1cn2cccnc2n1 | 11.4% | 5.7% | 1.3% | ? | 3.0% | -0.5% | -0.9% | 3.9%
COc1ccc(Cn2ccn(Cc3cccc(Cl)c3)c(=O)c2=O)cc1 | · | -24.5% | ? | · | -2.1% | · | 5.8% | -8.2%
CCOC(=O)C1=C(C)N(c2ccc(C)c(C)c2)C(=O)/C1=C\c1ccco1 | -4.2% | -25.6% | 28.2µM* | 0.2% | -2.3% | -6.9% | -3.0% | ?
CCC(=O)Nc1ccccc1C(=O)OCc1cc(=O)n2cc(C)sc2n1 | · | 5.6% | ? | · | 4.3% | · | 0.3% | 3.8%
Nc1c(Cl)nc(-c2ccccc2)nc1Cl | -1.2% | -6.0% | -8.5% | -0.7% | 3.1% | 17.9% | -2.7% | 2.8%
CC(=O)c1c(C)[nH]c(C(=O)Nc2cc(C)ccc2C)c1C | 5.7% | -2.9% | -9.9% | 5.5% | 3.9% | -0.7% | -1.8% | 1.1%

Some of the entries so far, with values under each structure.
Value order – GLA spleen mod | Tau fluor cs | Tau fibril ThT | ALDH1A1 block | TRb SRC2 PPI | L3MBTL1 inh | TexasRed fluor | Tau FP inhib
> Nc1c(Cl)nc(-c2ccccc2)nc1Cl
    -1.2% | -6.0% | -8.5% | -0.7% | 3.1% | 17.9% | -2.7% | 2.8%
> N#CC1=C(N)S[C@H](C(=O)C23CC4CC(CC(C4)C2)C3)[C@H]1c1ccncc1
    3.0% | -11.7% | -2.5% | ? | 2.6% | -2.1% | 1.0% | -0.8%
> COc1ccc(-n2c(C)nc(=O)c(-c3ccccc3)c2C)cc1
    8.8% | -0.1% | 1.0% | 3.1% | -12.6% | -16.4% | 2.3% | -0.5%
> O=C(NN1CCOCC1)c1cccc2ccccc12
    -3.8% | 3.6% | 3.8% | -9.2% | -9.4% | 5.7% | -1.1% | -3.8%

Further results
SMILES | GLA spleen mod | Tau fluor cs | Tau fibril ThT | ALDH1A1 block | TRb SRC2 PPI | L3MBTL1 inh | TexasRed fluor | Tau FP inhib
CC1CCCN(c2ccc(C(=O)OCn3nnc4ccccc4c3=O)cc2[N+](=O)[O-])C1 (stereo not given) | 6.5% | 5.3% | 6.5% | -2.2% | 3.3% | -26.8% | 0.2% | 15.9%
C=CCn1c(CNC(=O)c2ccco2)nnc1SCC(=O)N1c2ccccc2Sc2ccccc21 | -3.0% | -13.8% | -20.1% | 0.562µM* | 13.1% | · | -3.0% | 8.0%
CCNc1nc(NC(C)C)nc(N(C#N)C(C)C(=O)N(CC)CC)n1 (stereo not given) | 1.0% | 12.4% | 6.4% | · | 0.2% | 2.8% | -3.8% | -2.2%
COc1ccc(Nc2nnc(SCC(=O)/C=C3/N(C)c4ccccc4C3(C)C)s2)cc1 | -10.8% | ? | ? | -11.7% | 6.5% | -19.2% | -0.9% | 14.6%
COc1ccc(C2NC3=C(CCCC3)C(C#N)(C#N)C2(C#N)C#N)cc1 (stereo not given) | -0.8% | ? | 25.1µM* | ? | ? | -3.8% | 16.4% | ?
O=C(O)CCc1nnc(SCC(=O)Nc2ccc(Br)cc2)[nH]c1=O | 3.4% | 11.1% | 8.5% | ? | 7.2% | 1.0% | -0.5% | 3.4%
O=C(NCCc1ccc(F)cc1)N1CCOCC1 | -1.0% | 4.9% | 1.0% | 2.1% | 8.2% | 14.2%[11.4 µM] | -0.7% | -1.3%
Cn1c(CNC(=O)c2ccccc2F)nnc1SCc1nc2ccccc2c(=O)[nH]1 | 0.1% | 3.3% | 8.0% | ? | -4.4% | 0.3% | -0.9% | 5.3%
COc1cccc2cc(-c3nc(-c4cccs4)cs3)c(=O)oc12 | 1.5% | ? | ? | -2.8% | 1.6% | 9.5% | 0.4% | ?
Cc1cc(C)nc(SCC(=O)c2cc3ccccc3oc2=O)n1 | -3.7% | 6.6% | 3.8% | 14.1µM* | 6.6% | -2.6% | 2.3% | 7.0%
Cc1cc(N2CCN(C)CC2)nc2ccc(NC(=S)NCc3cccs3)cc12 | -2.5% | ? | ? | -6.0% | -0.4% | · | -3.0% | 6.8%
CSc1nnc(N(CCC#N)CCC#N)s1 | 0.1% | 7.9% | 3.0% | 10.1% | -6.4% | -1.5% | 1.0% | -0.1%
COc1cc2c(=O)n(Cc3ccccc3)c(=O)n(CC(=O)C(C)(C)C)c2cc1OC | 7.1% | -9.7% | -4.5% | · | 5.2% | 6.8% | 1.9% | -9.9%
COc1ccc(-c2[nH]n(-c3ccc([N+](=O)[O-])cc3)c(=O)c2C=NCc2ccccc2)cc1 | 1.0% | ? | ? | -1.1% | 3.6% | -1.3% | -5.5% | -3.7%
CCOC(=O)c1c(NC(=O)COC(=O)c2cc(OC)c(OC)cc2[N+](=O)[O-])sc(C)c1CC | -1.3% | -9.5% | -6.4% | -5.1% | 4.5% | -15.6% | -0.2% | 14.4%
Cn1c(SCC(=O)c2ccccc2)nnc1-c1cnccn1 | 2.9% | 6.3% | -4.8% | 20µM* | -5.6% | 7.5% | -1.1% | -2.3%
CC1CCc2sc(NC(=S)NC(=O)c3ccccc3)c(C#N)c2C1 (stereo not given) | -6.8% | -21.4% | ? | 10µM* | 1.1% | -4.2% | 3.0% | -11.7%
COc1ccccc1NC(=O)c1ccc(-n2cncn2)nc1 | 1.3% | 5.2% | -4.2% | 0.9% | 0.3% | -8.1% | -3.0% | 0.1%
